# Compound activity from PubChem.
# OXTR agonist = human OXTR agonists, primary screen, fluorescence, CHO-OTR cells, Fluo-8 calcium. AID 2435, 2010. Oxytocin receptor (Homo sapiens), P30559. activation, % at 3 µM. 0.32% of 320,000 active. Fluo-8 calcium fluorescence; normalized: DMSO 0%, oxytocin 100%;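 active means activation above the mean of all tested compounds plus 3 SD, cutoff set per screening run, cut at about 20% in these data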;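 further: peak over basal fluorescence ratio from a 100 s FLIPR kinetic read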
# Target sequence (P30559 whole entry, looked up): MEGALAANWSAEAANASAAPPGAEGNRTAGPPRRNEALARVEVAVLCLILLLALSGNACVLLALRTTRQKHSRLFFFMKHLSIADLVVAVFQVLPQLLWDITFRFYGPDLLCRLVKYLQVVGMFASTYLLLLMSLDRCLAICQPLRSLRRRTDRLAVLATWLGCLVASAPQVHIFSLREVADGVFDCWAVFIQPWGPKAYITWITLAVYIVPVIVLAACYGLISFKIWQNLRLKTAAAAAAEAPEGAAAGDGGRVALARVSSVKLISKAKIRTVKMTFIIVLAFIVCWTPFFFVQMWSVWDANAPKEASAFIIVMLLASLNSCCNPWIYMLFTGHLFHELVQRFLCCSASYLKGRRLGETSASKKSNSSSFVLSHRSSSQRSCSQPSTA
# M18AAP inhibitor = PfM18AAP inhibitors, malaria aminopeptidase, primary screen, biochemical, QFRET, recombinant enzyme; M18 aspartyl aminopeptidase (Plasmodium falciparum 3D7); H-Glu-NHMec fluorogenic cleavage; inhibition, % at 7.35 µM; 1.2% of 290,000 active; AID 1822, 2009;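 active means inhibition above the campaign mean inhibition over all tested compounds plus 3 SD, cut at about 28% in these data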;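 further: 0% = plate median of test compound wells and 100% = 2 mM ZnCl2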
# NALP1 inh = NALP1 inflammasome inhibitors in reconstituted yeast, colorimetric, S. cerevisiae, triplicate retest; 0.61% of 280,000 active; inhibition, % at 10 µM; AID 2071, 2009; S. cerevisiae NALP1/ASC/caspase-1 growth, X-gal OD620, 72 h; in the data active means inhibition mostly above about 24%, no sharp cut-off; inactive means mostly below about 32%; further: some compounds called inactive have numbers as strong as hits
# GPR7 antagonist = GPR7 receptor antagonists, primary screen, cell-based, fluorescence, single concentration. Neuropeptides B/W receptor type 1 (Homo sapiens), P48145. GPR7-expressing cells, fluorescence antagonist assay. AID 1861, 2009. inhibition, % at 4.4 µM. 1.1% of 290,000 active; in the data active means inhibition above about 16%, passing the limit was not always enough;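 further: cells stimulated with the agonist NPW; 0% = agonist with vehicle and 100% = vehicle without agonist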
# V1R ag counter = agonists of human V1a receptor, primary screen, counter-screen for OXTR agonist project, fluorescence, CHO-V1R cells; Vasopressin V1a receptor (Homo sapiens), P37288; Fluo-8 calcium fluorescence, agonist mode; 0% DMSO, 100% 3 nM vasopressin; activation, % at 3 µM; 0.25% of 320,000 active;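 active means activation above the mean activation of all tested compounds plus 3 SD, per screening run, cut at about 20% in these data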;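 further: signal is peak over basal fluorescence ratio across a 100 second FLIPR read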
# Target sequence (P37288 whole entry, looked up): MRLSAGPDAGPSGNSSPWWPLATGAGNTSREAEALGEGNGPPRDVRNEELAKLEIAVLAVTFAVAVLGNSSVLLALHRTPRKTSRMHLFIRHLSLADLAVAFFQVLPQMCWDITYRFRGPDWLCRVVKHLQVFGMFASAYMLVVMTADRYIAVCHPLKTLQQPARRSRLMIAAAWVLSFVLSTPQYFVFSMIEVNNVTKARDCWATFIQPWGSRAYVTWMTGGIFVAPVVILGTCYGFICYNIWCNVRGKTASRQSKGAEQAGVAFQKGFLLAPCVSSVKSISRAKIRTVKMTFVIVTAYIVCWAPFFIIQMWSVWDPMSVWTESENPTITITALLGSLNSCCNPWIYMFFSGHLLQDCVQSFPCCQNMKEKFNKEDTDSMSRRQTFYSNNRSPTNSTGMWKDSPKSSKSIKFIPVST
# OXTR potentiator = human OXTR potentiators, primary screen, fluorescence, CHO-OTR cells, Fluo-8 calcium; AID 2445, 2010; 0.061% of 320,000 active; Oxytocin receptor (Homo sapiens), P30559; Fluo-8 calcium fluorescence, potentiator mode; 0% = oxytocin EC15, 100% = EC100; activation, % at 3 µM;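 active means activation above that plate's cutoff, the mean activation of tested compounds plus 3 SD, cut at about 6.6% in these data, passing the limit was not always enough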;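 further: 100% uses oxytocin at 75 nM as the full agonist control; some results filed as inactive read as strong as hits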
#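 test system = CHO-OTR cells, human receptor | compound = single-point 3.0 µM | schedule = 6 min compound pre-incubation at room temperature, 100 s kinetic read | signal = Fluo-8 no-wash calcium dye fluorescence, excitation 470-495 nm, emission 515-575 nm | repeats = single well per compound, singlicate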
# MEKK2mut PB1 HTS = MEK5 binding signal on mutant MEKK2 PB1, primary screen, biochemical, multiplex bead flow cytometry, Alexa488-MEK5 | 0.35% of 290,000 active | Alexa488-MEK5 binding to MEKK2 mutant | percent response, % at 10 µM | AID 1530, 2009; in the data active means percent response above about 24%, passing the limit was not always enough; further: inactives centre near 1; some results filed as inactive read as strong as hits; reference of the scale not given here
# MEKK2 WT-MEK5 = modulators of MEK5 binding to wildtype MEKK2, primary screen, biochemical, multiplex bead flow cytometry, Alexa488-MEK5. Mitogen-activated protein kinase kinase kinase 2 (Homo sapiens), Q9Y2U5. Alexa488-MEK5 binding to MEKK2 WT; actives lie on both sides. binding response (% of control), % at 10 µM. 1.1% of 290,000 active. AID 1531, 2009; in the data active means binding response below about 67% or above about 130%
# GalR3 antag = GalR3 antagonists in HEK293 cells, primary screen, cell-based, fluorescence readout. 0.44% of 360,000 active. Galanin receptor type 3 (Homo sapiens), O60755. HEK293 GalR3-CNG cAMP membrane potential fluorescence; galR3 body fused to GalR1 C-terminus. inhibition, % at 3 µM. AID 651719, 2012;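 active means inhibition above the screen-wide average plus 3 SD, cut at about 13% in these data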;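 further: forskolin and galanin both at EC90 stimulate the cells; cAMP rise reported by CNG channel membrane potential dye signal; 0% = forskolin plus galanin with DMSO and 100% = forskolin alone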
# Target sequence (O60755 1-299 limits assumed): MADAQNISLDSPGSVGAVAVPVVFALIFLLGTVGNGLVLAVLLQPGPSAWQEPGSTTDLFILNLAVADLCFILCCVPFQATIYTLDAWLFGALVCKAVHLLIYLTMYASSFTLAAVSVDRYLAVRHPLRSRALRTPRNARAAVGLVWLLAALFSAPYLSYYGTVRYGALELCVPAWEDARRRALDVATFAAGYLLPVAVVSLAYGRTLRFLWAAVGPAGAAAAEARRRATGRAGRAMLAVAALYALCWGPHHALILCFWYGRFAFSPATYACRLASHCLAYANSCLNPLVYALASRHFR
# Starred values were filed as active, the others as inactive; nt = not tested or not shown; [ ] = remark or other dose.
# Values run as follows: OXTR agonist, M18AAP inhibitor, NALP1 inh, GPR7 antagonist, V1R ag counter, OXTR potentiator, MEKK2mut PB1 HTS, MEKK2 WT-MEK5, GalR3 antag
- O=C(Nc1ccncc1)c1cc(-c2cccc(Br)c2)nc2ccccc12
  -1.1, nt, nt, nt, 0.1, -6, nt, nt, 3
- COC(=O)[C@@H]1C[C@H]2CC[C@H](O)C[C@H]2N1Cc1ccc(Cl)cc1
  0.2, nt, nt, nt, 0.1, 1, 0, 96, -3
- Cc1ccccc1N=C(N)Nc1ccccc1C
  1.0, nt, nt, nt, 1.8, -6, nt, nt, 0
- O=C(N=C1SC2CS(=O)(=O)CC2N1c1ccccc1F)C1CCCCC1 (stereo not drawn)
  -1.5, 2, 2, 6, 0.5, -17, -14, 90, -12
- COC(=O)c1cccnc1N1CCN(c2ccccc2F)CC1
  -1.4, -1, 31, -5, -0.7, 4, 0, 99, 2
- NC(=O)COc1ccc(C23CC4CC(CC(C4)C2)C3)cc1
  0.3, 5, 2, -25, 1.6, -1, -2, 97, 1
- COC(=O)c1cc(OC)c(OC)cc1NC(=S)N1CCOCC1
  nt, 4, 6, -11, nt, nt, 0, 98, -14
- FC(F)(F)c1ccccc1NC(=S)Nc1cccc(Cl)c1
  1.4, 6, -1, -6, 0.8, 2, -2, 95, -6
- COc1ccc(-c2cc3ccccc3n2CC(O)Cn2nc(C)cc2C)cc1 (stereo not drawn)
  -0.1, -10, 20, -3, -1.2, 0, 6, 107, -4
- O=C(N/N=C/c1c[nH]c2ccccc12)c1[nH]c2ccc(Br)cc2c1-c1ccccc1
  nt, 4, 18, 16, nt, nt, -4, 92, -1
- CCC(=O)N1CCN(c2cc3c(cc2F)c(=O)c(C(=O)O)cn3CC)CC1
  2.5, nt, nt, nt, -0.4, -2, nt, nt, -5
- Cc1ccc2nc(NC(=O)C3CCN(S(=O)(=O)c4cccc5nsnc45)CC3)sc2c1
  0.9, -4, 24, -9, 4.7, -4, 10, 116, -4
- N/C(=N\OC(=O)c1ccc([N+](=O)[O-])cc1Cl)c1ccccn1
  -2.1, 1, 7, -6, -0.5, 2, 20, 113, -1
- N#Cc1nc(-c2ccc(Cl)cc2)oc1NCC1CCCO1 (stereo not drawn)
  2.1, -2, -10, 14, 0.8, -4, -1, 100, -3
- CCCCN(CC)C(=O)CSc1cc(=O)n(C)c2ccccc12
  -2.8, 4, 13, -4, -0.7, -18, 1, 99, -2
- C=CCn1cccc(C(=O)Nc2ccc(C)c(Cl)c2)c1=O
  nt, 2, 8, 3, nt, nt, 0, 102, -8
- CCOC(=O)c1cc2cc(CC(=O)c3ccc(OCC)cc3O)ccc2o1
  0.5, -2, -16, 7, 1.7, -8, 2, 106, 0
- O=c1cc2c(n[nH]1)-c1ccccc1CC2
  0.3, 0, 4, -2, 0.3, -1, -2, 96, -11
- CC(=O)Nc1ccc(C(=O)OCCCOC(=O)c2ccc(NC(C)=O)cc2)cc1
  0.2, 4, 6, -12, 0.3, -2, 3, 102, -2
- O=C(NCc1ccccn1)c1cccc(NS(=O)(=O)c2ccccc2F)c1
  0.0, -7, 26, 2, -0.1, -6, 0, 100, 0
- CCCn1c(C)c(C(=O)OCC)c(O)c(-c2ccccc2)c1=O
  -0.4, nt, nt, nt, 0.2, -1, nt, nt, -4
- COc1ccc(C(=O)Nc2nnc(SCC(=O)NCc3ccco3)s2)c(OC)c1
  -0.1, 6, -5, 15, -0.5, -12, -4, 98, 3
- CCN1CCN(S(=O)(=O)c2ccc(Cl)c(C(=O)N(C)Cc3cccs3)c2)CC1
  1.5, nt, nt, nt, 1.2, 3, nt, nt, -5
- Cc1nn(Cc2ccccc2Cl)c(C)c1C(=O)NC1=NCCS1
  -0.1, 4, 3, -8, 0.8, -6, 5, 106, 1
- CCOc1cc(/C=C2/NC(=O)N(CC(=O)Nc3cccc(C)c3)C2=O)ccc1OC
  -0.7, -2, 8, 8, -1.1, -11, 0, 102, -3
- Cc1ccc(NC(=O)C(=O)NCCN2CCN(C(=O)C(c3ccccc3)c3ccccc3)CC2)cc1
  -2.0, -1, 12, -11, -1.1, -4, 0, 100, -3
- Cc1cc(C)n2nc(SCc3nnc(SCc4ccccc4)s3)nc2n1
  2.4, 1, -9, 7, 2.6, -4, -9, 88, -6
- O=C(COC(=O)c1ccc(S(=O)(=O)Nc2ccccc2)cc1)NCC1CCCO1 (stereo not drawn)
  2.0, -8, nt, 2, 1.7, -1, 10, 105, -4
- Cc1occc1-c1nnc(SCC(=O)NC(C)(C)C)n1CC(C)C
  0.8, 0, -25, 8, -0.2, -5, -4, 100, -1
- Cc1cc(NC(=O)CCC(=O)N(Cc2ccco2)C2(C(=O)NC3CCCCC3)CCN(C)CC2)no1
  -0.7, 7, 3, -7, 0.7, -5, -15, 77, -3

# 3 entries from above, with each value named:
> NC(=O)COc1ccc(C23CC4CC(CC(C4)C2)C3)cc1
- OXTR agonist = 0.3
- M18AAP inhibitor = 5
- NALP1 inh = 2
- GPR7 antagonist = -25
- V1R ag counter = 1.6
- OXTR potentiator = -1
- MEKK2mut PB1 HTS = -2
- MEKK2 WT-MEK5 = 97
- GalR3 antag = 1
> COC(=O)c1cccnc1N1CCN(c2ccccc2F)CC1
- OXTR agonist = -1.4
- M18AAP inhibitor = -1
- NALP1 inh = 31
- GPR7 antagonist = -5
- V1R ag counter = -0.7
- OXTR potentiator = 4
- MEKK2mut PB1 HTS = 0
- MEKK2 WT-MEK5 = 99
- GalR3 antag = 2
> Cc1cc(C)n2nc(SCc3nnc(SCc4ccccc4)s3)nc2n1
- OXTR agonist = 2.4
- M18AAP inhibitor = 1
- NALP1 inh = -9
- GPR7 antagonist = 7
- V1R ag counter = 2.6
- OXTR potentiator = -4
- MEKK2mut PB1 HTS = -9
- MEKK2 WT-MEK5 = 88
- GalR3 antag = -6

# Other entries.
# Values run as follows: OXTR agonist, M18AAP inhibitor, NALP1 inh, GPR7 antagonist, V1R ag counter, OXTR potentiator, MEKK2mut PB1 HTS, MEKK2 WT-MEK5, GalR3 antag
- COc1cccc(CN(C)C(=O)c2cc(S(=O)(=O)N3CCCCCC3)ccc2OC)c1
  1.5, nt, nt, nt, 3.1, -2, nt, nt, -7
- COc1ccccc1N1CCN(C(=O)CSc2nnc3c4ccccc4nc(Cc4ccccc4)n23)CC1
  0.0, 4, 31, -6, 0.4, -7, -7, 99, nt
- CCCCN1C(=O)C(=O)NC[C@@H]1CCCCN
  0.0, nt, nt, nt, 4.1, -8, 4, 105, -5
- O=C(O)CC1(c2ccc(F)cc2)C2CC3CC(C2)CC1C3 (stereo not drawn)
  -1.6, 14, -13, -21, 0.6, 6, 12, 112, -11
- O=[N+]([O-])/C=C/c1cc2ccccc2[nH]1
  -0.1, 26, -10, 6, 0.8, -4, 5, 97, -10
- Cc1n[nH]c(C)c1S(=O)(=O)N1CCCCCC1
  0.1, 3, 8, -4, 0.2, -9, -9, 100, -4
- Cc1cccc(N2C(=O)C(Cl)=C(N3CCOCC3)C2=O)c1
  -0.8, 20, 17, -8, -0.2, -3, -2, 95, -1
- O=C(CCCN1C(=O)/C(=C/c2cccs2)SC1=S)Nc1ccc(C(=O)O)cc1
  3.1, -3, 10, 4, 1.0, 4, 0, 103, -2
- COc1cccc(NC(=O)CN2C(=O)CSc3ccc(S(=O)(=O)N4CCOCC4)cc32)c1
  0.4, 1, -4, -6, 0.8, -1, -1, 91, -6
- Cc1scc(C(=O)N/N=C/c2ccc(OCC(C)C)cc2)c1C
  -1.5, 3, -3, -6, 0.8, -6, -3, 96, -4
- O=C(COC(=O)/C=C/c1ccco1)NCc1ccccc1
  -0.5, 14, -1, 27*, 0.0, 6, -6, 91, 1
- Clc1ccc(OCc2nc(-c3ccccn3)n[nH]2)cc1
  -0.1, 19, 26, -2, -0.1, -7, -15, 90, 3
- CC(=O)c1cccc(NC(=S)Nc2ccn(Cc3cccc4ccccc34)n2)c1
  -1.5, 0, 1, -3, -0.4, -17, -5, 88, -7
- Cc1ccc(S(=O)(=O)NC(=O)Nc2cc(C)no2)cc1
  -0.2, 1, 3, 0, 1.0, -8, 9, 116, -11
- Oc1c(Br)cccc1/C=N/Nc1c(F)c(F)c(F)c(F)c1F
  0.7, -1, 19, -8, -0.2, -3, 2, 106, 1
- Cc1ccc(CCN2C(=O)c3ccccc3C2C(=O)NCc2cccnc2)cc1 (stereo not drawn)
  0.3, -6, 11, -2, 0.6, 0, -1, 108, 3
- CCCCC/C=N/NC(=O)c1[nH]c2ccc([N+](=O)[O-])cc2c1C
  -2.6, -3, 3, -15, 2.6, -13, -20, 83, -5
- CCN(CC(=O)Nc1ccc(OC)cc1)C(=O)CN1C(=O)NC(C)(c2ccc3ccccc3c2)C1=O (stereo not drawn)
  -0.3, 4, 5, 8, 0.5, -7, 1, 99, -2
- Cc1cccc(NC(=S)N/N=C/c2ccc([N+](=O)[O-])s2)c1
  0.6, 14, -3, 2, 2.9, -14, -7, 50*[inhibitor], -1
- CCOc1ccccc1NC(=O)CSC1=C(C#N)C(c2ccco2)C(C(=O)Nc2nc3ccccc3s2)=C(C)N1 (stereo not drawn)
  -1.0, 10, 24, 0, 0.9, -7, 5, 95, 0
- CC(C)NC(=O)/C(=C/c1ccco1)c1ccccc1
  -0.6, -13, 8, 5, -1.0, -5, 20, 103, -4
- COc1ccc(CCN2C(=O)CC(NNC(=O)c3ccc(F)cc3)C2=O)cc1OC (stereo not drawn)
  -0.4, 2, 24, 3, 0.5, -8, 0, 104, 6
- COc1ccccc1N1CCN(/N=C\C(Br)=C\c2ccccc2)CC1
  0.7, 2, 14, -10, -0.5, -6, 0, 102, -2
- C/C(=N/NC(=O)c1ccc(Br)o1)C(C)C
  -1.3, 1, 31, -2, 0.4, -7, 0, 98, -1
- COc1cccc(OCc2nnc(SC)n2C)c1
  0.2, 3, 4, 2, -0.6, 0, -3, 96, -4
- O=C(COc1ccc(Cl)cc1Cl)Nc1ccc(Cl)cn1
  -0.3, -4, 21, -7, -0.9, -7, 3, 103, -6
- Cc1c(NC(=O)c2cccc(-c3cc4ccccc4oc3=O)c2)cccc1-c1nc2ncccc2o1
  -2.4, 1, 14, -7, -0.3, -2, 1, 102, -3

# Quoted at random: 3 compounds from above
# Values run as follows: OXTR agonist, M18AAP inhibitor, NALP1 inh, GPR7 antagonist, V1R ag counter, OXTR potentiator, MEKK2mut PB1 HTS, MEKK2 WT-MEK5, GalR3 antag
- COc1cccc(CN(C)C(=O)c2cc(S(=O)(=O)N3CCCCCC3)ccc2OC)c1
  1.5, nt, nt, nt, 3.1, -2, nt, nt, -7
- Oc1c(Br)cccc1/C=N/Nc1c(F)c(F)c(F)c(F)c1F
  0.7, -1, 19, -8, -0.2, -3, 2, 106, 1
- O=C(COc1ccc(Cl)cc1Cl)Nc1ccc(Cl)cn1
  -0.3, -4, 21, -7, -0.9, -7, 3, 103, -6
